TrxR1 inh – blocks rat thioredoxin reductase 1; Potency, µM (series often up to 114 µM), for the others: at the highest dose activity change, negative = inhibition, usual class: inhibitors; AID 588453; O89049; hit rate 1% among 390,000; recombinant rTrxR1, NADPH fluorescence consumption, selenite substrate; further: potency means the concentration at half of the fitted maximal effect; on the % scale 0 is the no-effect control and ±100 the full control effect; nearly all actives have a fitted effect of over 65% in size
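Rat TrxR1 (90 nM in the dispensed reagent) was pre-reduced with 400 uM NADPH for 5 min at room temperature, then incubated with compound for 15 min. After 400 uM selenite was added, NADPH fluorescence (Ex 340/Em 450 nm) was followed for 8 min.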
Pin1 inh – blocks the human prolyl isomerase Pin1; Pin1 FP peptide displacement, HiFluor488, 10 min; Potency, µM (doses to about 115 µM), inactives show top-dose activity, negative = inhibition, usual class: inhibitors; hit rate 0.009% among 390,000; AID 504891; active means well fitted inhibition curve with a large enough effect in the polarisation, with a control signal flat, not every such curve was filed as active; inconclusive means small, poorly fitted or top-dose-only effect, or effect the other way, or a change in a side signal; inactive means no such curve, though single readings can be large or run the other way; the % refers to the polarisation; further: potency means the concentration at half of the fitted maximal effect; on the % scale 0 is the no-effect control and ±100 the full control effect
Target sequence (Q13526 whole entry, looked up): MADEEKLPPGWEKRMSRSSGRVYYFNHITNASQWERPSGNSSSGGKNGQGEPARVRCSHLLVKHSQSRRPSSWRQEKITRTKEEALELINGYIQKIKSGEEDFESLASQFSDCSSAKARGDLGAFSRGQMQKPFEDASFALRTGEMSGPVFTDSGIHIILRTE
D2 agonist – activates the human D2 dopamine receptor; P14416; HEK293 T-REx D2 cells, calcium flux agonist mode; activation, % at 2 µM; hit rate 0.53% among 340,000; AID 485358;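 active means activation over 3 SD above normal in the single-dose calcium agonist read, cut at about 30% in these data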; further: 0% is about no effect
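Agonism scored from kinetic calcium signal (1 read/sec, 180 s) following compound pin transfer, after a 10 s baseline. Cells: HEK293 Trex line expressing inducible D2 receptor coupled to calcium, dye-loaded after overnight culture at 30 C.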
USP1-UAF1 inh – USP1/UAF1 (human) deubiquitinase inhibition; O94782; AID 743255; Potency, µM (highest dose often 57.1 µM), without a hit: at the top dose activity change, negative = inhibition, most hits filed as inhibitors; recombinant USP1/UAF1, Ub-Rhodamine cleavage fluorescence; hit rate 0.23% among 390,000; further: potency means the concentration at half of the fitted maximal effect; on the % scale 0 is the no-effect control and ±100 the full control effect; nearly all actives have a fitted effect of over 60% in size; inactives centre near -12
Target sequence (O94782 whole entry, looked up): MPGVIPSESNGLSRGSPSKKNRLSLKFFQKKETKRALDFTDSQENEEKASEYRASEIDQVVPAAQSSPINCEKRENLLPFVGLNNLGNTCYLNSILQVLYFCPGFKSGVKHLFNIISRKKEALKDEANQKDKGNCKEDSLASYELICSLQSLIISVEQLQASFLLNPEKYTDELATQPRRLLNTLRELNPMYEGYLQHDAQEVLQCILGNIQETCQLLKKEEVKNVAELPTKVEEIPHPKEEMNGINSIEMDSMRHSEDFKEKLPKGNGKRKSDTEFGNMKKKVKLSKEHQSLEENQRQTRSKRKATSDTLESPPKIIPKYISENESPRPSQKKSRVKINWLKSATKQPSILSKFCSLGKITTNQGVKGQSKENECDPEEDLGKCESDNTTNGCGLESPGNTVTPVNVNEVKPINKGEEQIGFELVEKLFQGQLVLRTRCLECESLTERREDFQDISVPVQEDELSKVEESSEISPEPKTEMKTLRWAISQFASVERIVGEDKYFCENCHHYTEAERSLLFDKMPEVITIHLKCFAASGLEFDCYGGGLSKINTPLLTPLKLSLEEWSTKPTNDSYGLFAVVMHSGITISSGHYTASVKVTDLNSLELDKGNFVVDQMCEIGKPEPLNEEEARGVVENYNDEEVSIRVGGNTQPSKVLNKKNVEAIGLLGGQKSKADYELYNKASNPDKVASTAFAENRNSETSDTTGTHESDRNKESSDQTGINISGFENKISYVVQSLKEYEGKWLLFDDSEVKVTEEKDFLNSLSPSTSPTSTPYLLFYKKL
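High-throughput fluorogenic screen: 1nM USP1/UAF1 complex, Ub-Rho substrate 150nM final, 50mM HEPES pH 7.8 with 0.5mM EDTA, 0.1 mg/ml BSA, 1mM TCEP and 0.01% Tween-20.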
TRHR ag – TRH receptor (human) agonism; P34981; TRHR cells, calcium flux fluo-8, FDSS agonist mode; activation, % at 2 µM; hit rate 0.18% among 360,000; in the data active means activation above about 30%; further: 0% is about no effect
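Agonist-mode FDSS calcium read (Ex 480/Em 530, 1 s cycles) in 1536-well TRHR cells with fluo-8 dye, after 10-cycle baseline and 23 nL compound addition; TRH at EC20 (10 nM final) added afterwards for the enhancer phase.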
TrxR1 substrate – substrates of rat thioredoxin reductase 1; O89049; purified TrxR1 substrate turnover, NADPH consumption readout; Potency, µM (doses to about 114 µM), inactives show at the top dose activity change, negative = substrate turnover; hit rate 0.01% among 390,000; AID 588456; further: potency means the concentration at half of the fitted maximal effect; on the % scale 0 is the no-effect control and ±100 the full control effect; nearly all actives have a fitted effect of over 50% in size
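Rat TrxR1, dispensed at 90 nM, was prereduced with 400 uM NADPH (final) for 5 min at ~22 deg C, then incubated with compound 15 min before 400 uM selenite. A first-read NADPH fluorescence drop versus no-compound background flagged substrates.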
TRHR enhancer – allosterically enhances the human TRH receptor; P34981; hit rate 0.66% among 360,000; enhancement, % at 2 µM; TRHR cells, fluo-8 calcium fluorescence, EC20 TRH enhancement; in the data active means enhancement above about 30%; further: 0% is about no effect
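Enhancer read-out: after compound pinning and an initial kinetic agonist-mode read, an EC20 of TRH (10 nM final) was injected and fluo-8 calcium signal (Ex 480/Em 530) followed at 1 s/cycle for 100 cycles in TRHR-expressing cells.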
IDH1 R132H inh – blocks human mutant IDH1 R132H enzyme; hit rate 0.093% among 390,000; Potency, µM (top dose mostly 76.6 µM), for the others: top-dose activity change, negative = inhibition, hits mostly inhibitors; IDH1-R132H enzyme, NADPH consumption, diaphorase/resazurin fluorescence; further: potency means the concentration at half of the fitted maximal effect; on the % scale 0 is the no-effect control and ±100 the full control effect; nearly all actives have a fitted effect of over 65% in size
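IDH1-R132H (0.5 ug/mL dispensed) in pH 7.5 Tris buffer was preincubated 30 min with compound, then given a substrate mix of 0.016 mM NADPH and 2 mM alpha-KG for 80 min at room temperature; remaining NADPH was read by diaphorase/resazurin fluorescence.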
D2 antagonist – antagonists of human D2 dopamine receptor. inhibition, % at 10 µM. HEK293 TREx D2 cells, calcium flux, dopamine EC80. AID 485344. hit rate 2% among 340,000; in the data active means inhibition above about 30%; further: 0% is about no effect
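Tetracycline-induced HEK293 T-REx cells expressing D2 force-coupled to calcium signalling were dye-loaded, exposed to compound for 180 s, then challenged with an EC80 of dopamine; calcium flux was followed kinetically for a further 180 s.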
* marks the source's active call; other numbers are inactive results; ? = inconclusive; / = not tested or not shown; [ ] = remark or other dose. Unless noted, the call rests on the fitted dose curve; in most records, active means well fitted inhibition curve with a large enough effect; inconclusive means small, poorly fitted or top-dose-only effect; inactive means no such curve, though single readings can be large or run the other way.

smiles	TrxR1 inh	Pin1 inh	D2 agonist	USP1-UAF1 inh	TRHR ag	TrxR1 substrate	TRHR enhancer	IDH1 R132H inh	D2 antagonist
COc1ccc(-n2nc(C(N)=O)nc2-c2ccccc2)cc1	-6%[57.1 µM]	-3%	0.0	-4%	0.7	8%	-4	2%	13
O=C(CN1N=C(c2ccc(Cl)cc2)CCC1=O)NCCc1ccc(Cl)cc1	19%[57.1 µM]	16%	-1.0	-12%	-0.2	1%[57.1 µM]	-1	10%	/
O=C(CN1C(=O)NC2(CCCCCC2)C1=O)Nc1ccc2c(c1)CCC2	23%	2%	-0.3	-21%	-0.1	5%	5	8%	-10
CCCCn1c(NCc2cc(Br)ccc2O)nc2ccccc21	2%	2%	1.0	-17%	0.3	-5%	-8	-13%	/
COc1ccccc1N1CCN(C(=O)c2c(C)oc3ncn(CC(C)C)c(=O)c23)CC1	-4%	3%	0.4	-15%	-0.3	1%	7	-6%	/
Cc1ccc(C)n1-c1ccc(-c2ccn[nH]2)cc1	7%[57.1 µM]	15%	2.0	-14%	0.1	9%[57.1 µM]	4	-2%	-16
O=C(NCCCN1CCOCC1)c1cc2ccccc2oc1=O	-16%	-8%	0.0	-17%	-0.1	19%	-2	1%	-11
CN(C)S(=O)(=O)CC12CCC(CC1=O)C2(C)C (stereo unspecified)	-1%[57.1 µM]	-3%	0.1	-5%	0.6	2%[57.1 µM]	-3	0%	-3
COc1cccc(-c2nc(-c3ccccc3)c(-c3ccccc3)[nH]2)c1OCC(=O)O	22%	4%	1.1	-27%	-1.0	137%[activator]	-10	-8%	-6
COCCCNC(=O)c1ccc2c(=O)n(Cc3ccc(Cl)cc3)c(=S)[nH]c2c1	19%	2%	-0.6	-2%	0.2	8%	4	12%	-5
Cc1ccccc1CN(c1ccc(C(=O)N2CCc3ccccc3C2)cc1)S(C)(=O)=O	-6%[57.1 µM]	-7%	0.8	-7%	1.3	-4%[57.1 µM]	3	1%	4
CCN(c1ccccc1C)S(=O)(=O)c1ccc(N2CCCCS2(=O)=O)cc1	4%[57.1 µM]	1%	0.6	-11%	-1.0	-4%[57.1 µM]	0	-24%	/
O=C(CCCCCn1c(=O)[nH]c2ccccc2c1=O)N1CCN(c2ccc(Cl)cc2)CC1	9%[57.1 µM]	-3%	0.7	-21%	-0.3	-3%[57.1 µM]	2	-30%	/
FC(F)(F)c1nc(-c2ccncc2)ncc1-c1nnnn1-c1ccccc1	-7%	2%	-0.3	-19%	0.3	-7%	-3	5%	58*
COC(=O)C1=C(C)NC(C)=C(C(=O)OC)C1C(=O)OCC(=O)Nc1ccc(C(C)=O)cc1	-8%[57.1 µM]	-4%	0.8	0%	-0.7	-4%[57.1 µM]	-5	-6%	18
CCn1cc(C(=O)N2CCc3ccccc32)c(=O)c2cc(S(=O)(=O)N(C)C3CCCCC3)ccc21	-9%	14%	0.4	-7%	-0.8	-15%	-2	4%	-16
Cc1ccc(NC(=O)Cc2nc(CCl)cs2)cc1	?	8%	0.5	-13%	-0.1	-2%	20	7%	4
S=C1NNC2(CC3CC2C2CCCC32)NN1 (stereo unspecified)	-35%	4%	0.8	1%	0.2	-8%	1	-4%	17
O=C(Nc1ccccc1N1CCN(C(=O)c2ccc(Cl)cc2)CC1)c1cccnc1	13%	0%	0.2	-22%	-0.2	-3%	-4	4%	8
N#C/C(=C\c1cccc([N+](=O)[O-])c1)C(=O)NCc1ccc(Cl)cc1	?	6%	1.2	?	1.5	-18%[57.1 µM]	0	?	-1
COC(=O)c1sccc1NC(=O)c1ccc(C)o1	-29%	-6%	-0.2	-21%	-1.9	-11%	5	2%	-7
CCCN1C(=O)/C(=C\C=C2/Sc3ccccc3N2CCO)SC1=S	7%[57.1 µM]	21%	8.9	-25%	14	-5%[57.1 µM]	-2	25%	15
Cn1c(Cc2nc(-c3cnccn3)no2)nnc1SCC(=O)Nc1ccccc1	23%	0%	-0.1	-22%	0.4	8%	10	0%	-1
COc1ccc(C2=CC(c3cc(Br)ccc3F)n3c(nc4ccccc43)N2)cc1 (stereo unspecified)	15%[57.1 µM]	?	-0.1	-26%	1.4	2%[57.1 µM]	-2	-1%	/
OCCN(Cc1ccccc1)Cc1ccc(Cl)cc1Cl	14%	-14%	-0.2	-4%	-0.8	-5%	-12	9%	-10

4 of these compounds in another layout:
CCn1cc(C(=O)N2CCc3ccccc32)c(=O)c2cc(S(=O)(=O)N(C)C3CCCCC3)ccc21
  TrxR1 inh: -9% | Pin1 inh: 14% | D2 agonist: 0.4 | USP1-UAF1 inh: -7% | TRHR ag: -0.8 | TrxR1 substrate: -15% | TRHR enhancer: -2 | IDH1 R132H inh: 4% | D2 antagonist: -16

Cc1ccccc1CN(c1ccc(C(=O)N2CCc3ccccc3C2)cc1)S(C)(=O)=O
  TrxR1 inh: -6%[57.1 µM] | Pin1 inh: -7% | D2 agonist: 0.8 | USP1-UAF1 inh: -7% | TRHR ag: 1.3 | TrxR1 substrate: -4%[57.1 µM] | TRHR enhancer: 3 | IDH1 R132H inh: 1% | D2 antagonist: 4

COCCCNC(=O)c1ccc2c(=O)n(Cc3ccc(Cl)cc3)c(=S)[nH]c2c1
  TrxR1 inh: 19% | Pin1 inh: 2% | D2 agonist: -0.6 | USP1-UAF1 inh: -2% | TRHR ag: 0.2 | TrxR1 substrate: 8% | TRHR enhancer: 4 | IDH1 R132H inh: 12% | D2 antagonist: -5

COC(=O)C1=C(C)NC(C)=C(C(=O)OC)C1C(=O)OCC(=O)Nc1ccc(C(C)=O)cc1
  TrxR1 inh: -8%[57.1 µM] | Pin1 inh: -4% | D2 agonist: 0.8 | USP1-UAF1 inh: 0% | TRHR ag: -0.7 | TrxR1 substrate: -4%[57.1 µM] | TRHR enhancer: -5 | IDH1 R132H inh: -6% | D2 antagonist: 18

Remaining list, next part:
smiles	TrxR1 inh	Pin1 inh	D2 agonist	USP1-UAF1 inh	TRHR ag	TrxR1 substrate	TRHR enhancer	IDH1 R132H inh	D2 antagonist
CC(Cc1ccccc1)NC(=O)c1cc([N+](=O)[O-])ccc1Cl (stereo unspecified)	20%	1%	-0.1	-8%	-1.6	0%	3	3%	-12
Oc1ccc(C2CNCc3sccc32)cc1O (stereo unspecified)	?	2%	84*	-13%	0.5	16%[57.1 µM]	1	0%	96*
COC(=O)CNC(=O)c1ccc(C)s1	0%[57.1 µM]	-1%	0.8	-18%	1.1	0%[57.1 µM]	-1	7%	7
COc1ccc(C(C(=O)NCC2CCCO2)N(C(=O)CNC(=O)c2cccs2)c2ccccc2C)cc1OC (stereo unspecified)	0%	1%	-0.9	-23%	-0.1	-4%	4	9%	-4
COc1ccc(N(CC(=O)N/N=C/c2ccco2)S(=O)(=O)c2ccccc2)cc1	-24%	-2%	0.6	7%	-0.2	6%[57.1 µM]	-4	7%	26
O=c1[nH]ncc(N/N=C\c2ccncc2)c1Cl	-8%	-3%	0.2	-23%	0.1	-10%	3	-1%	21
COc1ccc(CN(Cc2ccco2)C(=O)c2ccccc2F)cc1	19%	0%	-1.0	0%	-1.3	1%	-3	4%	/
O=C(NCc1ccc(F)cc1)c1c2c(nc3ccccc13)C(=O)N(C1CCCCC1)C2	14%[57.1 µM]	-2%	/	4%	-0.3	3%[57.1 µM]	-3	-29%	/
Cc1ccc2oc3c(c(=O)c2c1)C(c1ccccc1F)N(CCCN1CCOCC1)C3=O (stereo unspecified)	10%	-7%	0.6	-21%	-0.6	0%	-4	-16%	/
C=CCNC(=O)c1ccccc1NC(=O)Cc1ccccc1[N+](=O)[O-]	3%[57.1 µM]	?	-2.1	-5%	-0.3	2%[57.1 µM]	20	0%	-5
Cc1cc(C(=O)OCC(=O)Nc2ccccc2[N+](=O)[O-])c2ccccc2n1	9%	0%	-0.3	0%	0.5	3%	6	0%	-4
COc1ccc(-c2c(C)nn3c(N4CCN(c5ccccc5F)CC4)cc(C)nc23)cc1OC	16%	-7%	0.7	-7%	1.3	-3%	5	0%	/
c1ccc(-c2ccc(SCc3cccnc3)nn2)nc1	1%[57.1 µM]	5%	0.1	-8%	-0.5	-6%[57.1 µM]	-12	-4%	-3
CN1CCC(C2(O)c3ccccc3CSc3sccc32)CC1 (stereo unspecified)	26%	4%	0.5	-16%	-0.2	12%	-11	-1%	-11
O=C(c1cc(=O)c2ccccc2o1)N1CCCc2ccccc21	-3%	2%	-0.8	-16%	-0.1	-6%	-5	4%	-1
COc1ccc(-c2nnn(CC(=O)N(Cc3cccs3)C(C)C(=O)NC3CCCC3)n2)cc1OC (stereo unspecified)	20%	-1%	0.0	-25%	0.1	8%	0	3%	-1
C/C=C(\C)CN1CCN(c2ccccc2)CC1	-6%	2%	79*	-6%	-0.1	-9%	-2	13%	75*
CN(C)CCCN(C(=O)c1ccco1)c1nc2c(F)cccc2s1	14%	1%	1.5	-11%	0.3	-3%	3	-5%	-66

Source: PubChem BioAssay

This is a subset; count on the stated rates, not on these rows.
